# PGK inhibitor: inhibitors of T. brucei phosphoglycerate kinase; P07378; PGK/GAPDH coupled, Kinase-Glo luminescence, 60 min; Potency, µM (top dose mostly 57.5 µM), inactives show at the highest dose activity change, negative = inhibition, hits mostly inhibitors; actives 0.043% (n = 380,000); also: potency is read from the fitted curve at half-maximal effect; % is scaled to controls: 0 for no effect and ±100 for the full control effect; nearly all actives have a fitted effect of over 60% in size
#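 Luminescent ATP detection (Kinase-Glo Plus) follows a 60-minute room-temperature incubation, with wells lacking PGK as controls. Buffer: 100 mM TEA (pH 7.6), 5 mM MgCl2, 0.01% Tween-20. Coupling enzyme GAPDH (100 nM final) supplies unstable 1,3-BPG in-well.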
# APE1 inh: blocks human APE1 abasic DNA cleavage | P27695 | recombinant APE1, TAMRA/BHQ-2 abasic DNA cleavage fluorescence | Potency, µM (highest dose often 65.8 µM), for inactives: at the top dose activity change, negative = inhibition, hits mostly inhibitors | actives 0.35% (n = 350,000);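 also: potency is read from the fitted curve at half-maximal effect; plate controls were vehicle for no effect and reference inhibitor for full effect; nearly all actives have a fitted effect of over 55% in size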
#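 Activity was derived from the fluorescence gain between first and third kinetic reads (60 s intervals, ex 525/em 598 nm) after 50 nM THF-abasic TAMRA/BHQ-2 duplex was added to 0.75 nM APE1 preincubated 15 min with compound.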
# RXFP1 antag: antagonists of human relaxin receptor RXFP1 | Q9HBX9 | AID 1259400 | activity change, negative = inhibition, % at 57.5 µM | actives 0.59% (n = 350,000) | HEK293-RXFP1, relaxin-stimulated cAMP HTRF, 30 min; stronger effect = lower value;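 active = activity change of -60% or lower, but not beyond a set lower limit; inconclusive = change between -60% and -40%, or beyond the set limit; inactive = change above -40%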; also: % is scaled to controls: 0 for no effect and ±100 for the full control effect
# Pol eta inh: blocks human DNA polymerase eta activity; Potency, µM (highest dose often 114 µM), without a hit: at the highest dose activity change, negative = inhibition, hits mostly inhibitors; actives 1.2% (n = 390,000); AID 588591; recombinant Pol eta, fluorescent DNA replication assay; also: potency is read from the fitted curve at half-maximal effect; % is scaled to controls: 0 for no effect and ±100 for the full control effect
#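 Pol eta at 10 nM preincubated with compounds 15 min at room temperature; reaction started with fluorescent substrate (50 nM final) and read kinetically at 0 and 10 min.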
# Anesthetic bind: candidate novel general anesthetic via apoferritin binding | P02791 | apoferritin/1-aminoanthracene competitive binding, fluorescence | Potency, µM (titrated, usually from 77.5 µM), for the others: top-dose activity change, negative = displacement, most hits filed as inhibitors | actives 0.074% (n = 350,000); also: potency is read from the fitted curve at half-maximal effect; % is scaled to controls: 0 for no effect and ±100 for the full control effect; nearly all actives have a fitted effect of over 20% in size
# Target sequence (P02791 2-175 limits assumed): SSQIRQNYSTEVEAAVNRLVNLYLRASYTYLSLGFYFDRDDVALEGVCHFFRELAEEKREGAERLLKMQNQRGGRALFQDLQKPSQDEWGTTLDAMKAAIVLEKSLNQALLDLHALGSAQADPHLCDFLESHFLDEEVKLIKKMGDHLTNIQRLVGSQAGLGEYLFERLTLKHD
#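 Read-out: endpoint 1-AMA fluorescence, excitation 380 nm and emission 535 nm, after compounds sit 10 min at room temperature with 10 uM horse-spleen apoferritin in 50% saturated 1-AMA/PBS. Values come from four-parameter Hill fits.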
# BLM helicase inh: Bloom syndrome helicase (human) inhibition; actives 0.2% (n = 350,000); Potency, µM (top dose mostly 56.1 µM), for inactives: at the highest dose activity change, negative = inhibition, usual class: inhibitors; recombinant BLM DNA unwinding, fluorescence dequenching; P54132; AID 2528;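 also: potency is read from the fitted curve at half-maximal effect; plate controls were vehicle for no effect and no enzyme for full effect; nearly all actives have a fitted effect of over 35% in size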
# POLB inh: inhibitors of human DNA polymerase beta. P06746. Pol beta primer extension/strand displacement, fluorescence kinetic. Potency, µM (series often up to 114 µM), without a hit: top-dose activity change, negative = inhibition, actives largely listed as inhibitors. actives 1.3% (n = 340,000); also: potency is read from the fitted curve at half-maximal effect; % is scaled to controls: 0 for no effect and ±100 for the full control effect
#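 10 nM enzyme + cpd, 15 min RT; start with substrate 50 nM final; read 0 min and after 10 min RT. Corrected, normalized data; 4-parameter Hill curve fit.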
# POLK inh: DNA polymerase kappa (human) inhibition. Potency, µM (titrated, usually from 107 µM), for inactives: at the highest dose activity, negative = inhibition, actives largely listed as inhibitors. Q9UBT6. purified Pol kappa, fluorescent DNA synthesis assay, 10 min. AID 588579. actives 0.53% (n = 400,000); also: potency is read from the fitted curve at half-maximal effect; % is scaled to controls: 0 for no effect and ±100 for the full control effect
# Target sequence (Q9UBT6 whole entry, looked up): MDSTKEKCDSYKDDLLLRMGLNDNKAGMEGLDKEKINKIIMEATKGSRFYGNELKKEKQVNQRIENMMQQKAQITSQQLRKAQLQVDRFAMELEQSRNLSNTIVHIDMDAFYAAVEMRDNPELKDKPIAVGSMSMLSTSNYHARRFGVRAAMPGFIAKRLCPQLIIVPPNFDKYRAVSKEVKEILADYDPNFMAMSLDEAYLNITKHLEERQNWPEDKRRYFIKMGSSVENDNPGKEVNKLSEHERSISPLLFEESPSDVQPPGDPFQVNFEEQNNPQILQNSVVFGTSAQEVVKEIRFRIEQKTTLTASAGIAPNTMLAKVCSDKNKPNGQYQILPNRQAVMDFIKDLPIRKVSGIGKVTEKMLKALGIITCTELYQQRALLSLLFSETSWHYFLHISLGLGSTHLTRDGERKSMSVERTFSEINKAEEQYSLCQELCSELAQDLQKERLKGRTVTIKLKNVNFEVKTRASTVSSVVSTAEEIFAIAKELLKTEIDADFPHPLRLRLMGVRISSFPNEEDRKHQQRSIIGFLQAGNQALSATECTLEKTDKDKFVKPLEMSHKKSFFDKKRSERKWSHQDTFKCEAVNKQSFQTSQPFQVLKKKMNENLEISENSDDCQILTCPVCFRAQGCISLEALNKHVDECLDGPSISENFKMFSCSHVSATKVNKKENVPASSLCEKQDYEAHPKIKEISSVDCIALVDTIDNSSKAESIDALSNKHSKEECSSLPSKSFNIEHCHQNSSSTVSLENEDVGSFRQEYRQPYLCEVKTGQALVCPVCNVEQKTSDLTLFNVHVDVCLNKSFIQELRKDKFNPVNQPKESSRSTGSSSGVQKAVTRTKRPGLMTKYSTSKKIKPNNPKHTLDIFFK
#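 50 nM final substrate added after 15 min RT preincubation of 10 nM Pol kappa with compound; fluorescence read at 0 and 10 min.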
# Pol iota inh: blocks human DNA polymerase iota activity. Pol iota fluorescent replication assay, 10 min. Potency, µM (highest dose often 115 µM), without a hit: at the highest dose activity, negative = inhibition, actives largely listed as inhibitors. Q9UNA4. actives 1% (n = 390,000); also: potency is read from the fitted curve at half-maximal effect
#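 Fluorescent replication assay read twice, at 0 min and 10 min after adding 50 nM (final) substrate. Enzyme (10 nM) and compounds were first incubated 15 min at room temperature; enzyme-free buffer wells were negative controls.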
# Active calls of the source: *; i = inactive; ? = inconclusive; . = no result given; [ ] = another dose, or the depositor's remark. Unless noted, calls follow the shape of the dose curve; as a rule, active = well fitted curve in the direction sought with a large enough effect; inconclusive = small, poorly fitted or top-dose-only effect, or another doubt; inactive = no such curve, though single readings can be large; an effect the other way counts as inactive or inconclusive. These rows are one share of the data, so the mix of outcomes need not match the whole.
SMILES,PGK inhibitor,APE1 inh,RXFP1 antag,Pol eta inh,Anesthetic bind,BLM helicase inh,POLB inh,POLK inh,Pol iota inh
C[C@@H]1CCCCCCCCC(=O)OCCN(C(=O)OC(C)(C)C)[C@H](C)CCCCCCCCC(=O)OCCN(C(=O)OC(C)(C)C)[C@H](C)CCCCCCCCC(=O)OCCN(C(=O)OC(C)(C)C)[C@H](C)CCCCCCCCC(=O)OCCN1C(=O)OC(C)(C)C,-3%,4%,.,-18%,.,.,.,-8%,-1%
FC(F)Sc1ccc(NC2=NCCCCC2)cc1,.,22%,6,1%,7%,-4%,31%,0%,-33%
CCOC(=O)C1CCCN(c2c(NCCCN(C)c3ccccc3)c(=O)c2=O)C1 (stereo not given),-4%,-5%,.,-18%,-3%,1%,7%,1%,11%
COc1ccc(C(=O)N/C(=C\c2cn(S(=O)(=O)N(C)C)c3ccccc23)C(=O)NCCN2CCOCC2)cc1,8%,23%,-6,-18%,3%,2%,0%,-1%,23%
COCc1nnc(NC(=O)CSc2ccccc2)s1,-4%,-1%,-15,-8%,-23%,-3%,0%,-3%,-9%
CCOC(=O)N1CC(C)N(C(=S)Nc2ccccc2)CC1C (stereo not given),6%,.,2,?,.,.,.,-8%,19%
CCOC(=O)c1cc2c(c(-c3ccccc3)n1)[C@H](CCO)N(S(=O)(=O)C(C)(C)C)C2,i,.,.,-8%,.,.,.,9%,0%
Cn1c(N)c(C(=O)COC(=O)Cc2ccc(Cl)cc2)c(=O)n(C)c1=O,6%,11%,-9,?,.,.,.,-13%,14%
CCOCCc1nn2c(=O)cc(COC(=O)c3ccc(NC(=O)c4ccc(F)cc4)cc3)nc2s1,-5%,.,6,-6%,29%,-5%,-21%,1%[60.1 µM],-15%
NS(=O)(=O)c1cccc(NC(=O)CCC(=O)c2cccs2)c1,i,17%,-4,-14%,-3%,-1%,23%,0%,52%[activator]
Cc1cc(C)nc(SCC(=O)Nc2nccs2)n1,-10%,-13%,3,-11%,10%,-1%,40%,1%,18%
CCC(C(=O)Nc1cc(Cl)ccc1OC)n1nc(-c2ccccc2)ccc1=O (stereo not given),2%,.,.,-12%,?,-8%,24%,-5%,-13%
Cc1ccc2nc(SCC(=O)Nc3ccc4c(c3)CCC4)[nH]c2c1,i,-1%,-35,-18%,?,-11%,0%,1%,-12%
O=C(NCCc1ccccc1)C1CCC(CNS(=O)(=O)c2cccs2)CC1 (stereo not given),1%,5%,3,-8%,-3%,-8%,2%,-7%,17%
Cc1nc2ccccn2c1/C(O)=C1\C(=O)C(=O)N(CCN2CCOCC2)C1c1cccnc1 (stereo not given),i,2%,-7,-12%,-15%,-1%,1%,-2%,-5%
CC1(C)NC(=O)N(CC(=O)N2CCC(Cc3ccccc3)CC2)C1=O,3%,46%,-4,-16%,-9%,-7%,-20%,-4%,20%
COc1ccc(NC(=O)c2sc3nc4c(cc3c2N)CN(Cc2ccccc2)CC4)c(OC)c1,-3%,.,1,-11%,-6%,-4%,25%,-4%,17%
O=C(CSc1nnc(CNC(=O)c2c(F)cccc2Cl)o1)NC1CCCC1,4%,42%,-6,-24%,-10%,-6%,-7%,-2%,21%
O=C(Cn1c2ccccc2c2nc3n(c(=O)c21)CCS3)N1CCCC1,i,72%[activator],7,-12%,1%,2%,21%,2%,16%
COCCOc1ccc(C(F)(F)F)cc1NC(=O)c1ccc(C(F)(F)F)cc1,-8%,-1%,-18,-17%,6%,1%,7%[57.1 µM],-18%,4%
CCc1cccc(CC)c1NC(=O)/C(C#N)=C/c1ccccc1C(F)(F)F,-5%,-6%,-24,-20%,-24%,-9%,13%,-13%,41%
CN(C)c1nc(N)nc(CSc2nnnn2-c2ccc(C(=O)O)cc2)n1,-10%,4%,-10,-15%,4%,1%,3%,-1%,-4%
CSc1ccccc1NC(=O)CN(C)C(=O)C(C)SCc1nc2sc(C)c(C)c2c(=O)[nH]1 (stereo not given),-1%,.,-9,-8%,.,.,.,5%,22%
CCC(C(=O)N1CCN(c2ncccn2)CC1)c1ccccc1 (stereo not given),-3%,1%,11,-32%,-2%,-2%,0%,3%,-5%
O=C(Nc1ccc(F)cc1Cl)n1ncc2cc(Cl)ccc21,-2%,.,2,-4%,2%,0%,12%,-1%,-2%

# As a working copy, 2 of the compounds above.
SMILES,PGK inhibitor,APE1 inh,RXFP1 antag,Pol eta inh,Anesthetic bind,BLM helicase inh,POLB inh,POLK inh,Pol iota inh
CCC(C(=O)N1CCN(c2ncccn2)CC1)c1ccccc1 (stereo not given),-3%,1%,11,-32%,-2%,-2%,0%,3%,-5%
O=C(Nc1ccc(F)cc1Cl)n1ncc2cc(Cl)ccc21,-2%,.,2,-4%,2%,0%,12%,-1%,-2%

# Next section.
SMILES,PGK inhibitor,APE1 inh,RXFP1 antag,Pol eta inh,Anesthetic bind,BLM helicase inh,POLB inh,POLK inh,Pol iota inh
Cc1occc1C(=O)Nc1cccc([N+](=O)[O-])c1,-2%,-2%,3,?,-6%,-4%,-2%,0%,7%
O=C(CSc1ccccn1)Nc1nncs1,-7%,-8%,-3,-7%,0%,0%,5%,-9%,-4%
Fc1ccc(-c2nc3n(n2)Cc2ccccc2-3)cc1,?,-1%,-5,-13%,-6%,0%,?,-2%,-6%
CCOc1ccc(-c2nnc(SCC(=O)NCc3ccccc3Cl)o2)cc1,-15%,.,.,6%,-6%,-7%,-4%,-7%,-12%
COc1ccccc1CNC(=O)[C@@H]1CCCN1C(=O)[C@@H]1Cc2ccccc2CN1C(=O)OC(C)(C)C,-9%,54%[activator],-10,-11%,-22%,-1%,38%,-2%,8%
CCC(NC(=O)Nc1ncccc1C)(C(F)(F)F)C(F)(F)F,-3%,3%,2,-23%,?,-4%,12%,-11%,13%
Cc1cc(C(=O)COc2ccc([N+](=O)[O-])cc2)c(C)n1C1CC1,-10%,-3%,-26,-4%,5%,-16%,-7%,-1%,29%
CCOC(=O)C1C(C(=O)OCC)C1(c1ccccc1)c1ccccc1 (stereo not given),-11%,9%,-8,-9%,-7%,-2%,18%,-11%,3%
Cc1nc2ccccc2nc1OCC(=O)N1CCN(c2ccccc2)CC1,10%,0%,7,-3%,-21%,1%,4%,6%,-2%
Cc1ccc(C(=O)Nc2ccccc2C(=O)N2CCOCC2)cc1[N+](=O)[O-],-3%,1%,-5,-1%,-8%,-5%,?,-4%,7%
Cc1ccccc1[C@@]1(C)ON(c2ccccc2C(F)(F)F)C1=O,10%,20%,.,-14%,.,.,.,-14%,10%
O=C(COc1ccc(Cl)cc1Cl)NNC(=O)c1cccnc1,-4%,82%[activator],6,-6%,5%,-3%,11%,-4%,22%
C[C@@H]1NC(=O)[C@H](CCC(=O)O)NC(=O)c2cc([N+](=O)[O-])cc(F)c2NCCC[C@@H](C(N)=O)NC1=O,-7%,0%,.,2%,6%,0%,1%,-13%,5%
CCN(CC)CCOC(=O)[C@@H](c1ccccc1)C1CCCCC1,.,5%[21 µM],.,.,-4%[29.3 µM],0%[21.4 µM],.,-6%[12 µM],.
CC(C)C(=O)Nc1nc2c(ncn2C2CC(O)C(CO)O2)c(=O)[nH]1 (stereo not given),3%,-5%,14,-10%,-7%,-2%,32%,-6%,2%
O=C(Nc1ccccc1)N1CCN(c2nc(-c3ccccc3)ns2)CC1,1%,-8%,-18,-26%,3%,-5%,-12%,0%,87%[activator]
CCc1nc2ccccc2n(CCOCCOCCn2c(=O)c(CC)nc3ccccc32)c1=O,-1%,?,-4,-17%,-11%,4%,35µM*,-1%,1%
O=C(Cc1c[nH]c2ccccc12)N/N=C/c1ccccc1O,3%,-5%,8,-20%,-2%,-4%,14%,-9%,19%
CCC(CC)C(=O)Oc1c(C(=O)N(C)C)cccc1-c1ccccc1,-10%,.,12,-19%,.,.,.,0%,53%[activator]
Cn1c(=O)oc2cc(S(=O)(=O)N3CCC(N4CCCCC4)CC3)ccc21,1%,-6%,1,-9%,-2%,0%,0%,-35%,-17%
C/C(=N\NC(=S)Nc1cccc(C)c1)c1cccc(N)c1,0%,-2%,-11,-11%,-24%,-7%,-24%,3%,27%
NC(=S)N/N=C/c1coc2ccc(Cl)cc2c1=O,-2%,1%,-2,-6%,-6%,-6%,1%,-6%,110%[activator]
COc1ccccc1N=Nc1nc(-c2ccccc2)c(-c2ccccc2)[nH]1,i,-7%,2,?,-14%,-3%,2%,-21%,-7%
CN(c1ccccc1)S(=O)(=O)c1ccc(C(=O)NCC2CCCO2)cc1 (stereo not given),4%,3%,12,2%,-21%,0%,0%,-4%,2%
O=C(CCCNS(=O)(=O)c1cccs1)N1CCN(c2ccc(F)cc2)CC1,-4%,-1%,-4,9%,-9%,-4%,5%,-18%,25%

# Later entries:
SMILES,PGK inhibitor,APE1 inh,RXFP1 antag,Pol eta inh,Anesthetic bind,BLM helicase inh,POLB inh,POLK inh,Pol iota inh
N#Cc1ccccc1S(=O)(=O)N1CCN(c2cnccn2)CC1,-2%,-3%,4,-10%,-7%,0%,28%,3%,1%
CC(C)c1ccc(/C=C2\C(=O)N(CCN3CCOCC3)C(=S)N2C)cc1,i,-1%,-8,-14%,-6%,-2%,-5%,-18%,-1%
O=C(NNC(=O)c1cccnc1)Nc1cccc(Cl)c1Cl,i,0%,10,-14%,-6%,4%,-26%[57.1 µM],1%,253%[activator]
COC(=O)[C@@]1(Cc2ccccc2)[C@H]2C(=O)N(Cc3ccccc3)C(=O)[C@H]2[C@H]2CN=C(SC)N21,-1%,9%,.,-9%,.,.,.,-7%,-15%
COc1ccc(Cn2c(=O)c3ccccc3n3c(-c4cccc(OC)c4OC)nnc23)cc1,3%,.,-8,-13%,-2%,-2%,-26%,10%,9%
CCN1CCc2nc3sc(C(=O)Nc4ccccc4OC(F)(F)F)c(N)c3cc2C1,-6%,.,-12,-13%,?,-9%,?,-17%,47%[activator]
O=C(N/N=C/c1cn(-c2ccccc2)nc1-c1cccs1)c1ccc(Cl)cc1,i,-6%,.,0%,-1%,-6%,1%,5%,5%
Cc1cccc(NS(=O)(=O)c2ccc(C(=O)NCC3(N4CCCCC4)CCCCC3)cc2)c1C,-2%,37%,-31,-13%,.,.,.,3%,12%

# Screening data from PubChem.
